# High-throughput results from PubChem.
# TRPC4 agonist – activators of mouse TRPC4 channel | B-score at 10 µM | 310,000 tested, 0.49% active | HEK293 TRPC4beta/mu-opioid, Fluo4 calcium fluorescence; active compounds read high | Q9QUQ5;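 active = B-score above 5 SD of library B-scores, and initial fluorescence ratio not above library mean plus 5 SD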;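 note: positive B-score marks a calcium rise read as TRPC4 activation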
#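 Technique: kinetic Fluo4 calcium fluorescence; Test system: TRPC4beta and mu-opioid receptor HEK293 stable cells; Measure: B-scored integrated calcium fluorescence ratio; Benchmarks: low control buffer alone, high control maximal DAMGO; Schedule: 45 min room-temperature Fluo4 loading, 110 s read.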
# RGS4 block – human RGS4 inhibition. P49798. AID 463165. HEK293 M3R/RGS4 inducible, Fluo-4 calcium flux; active compounds read high; triggered by carbachol at its EC20. B-score at 10 µM. 310,000 tested, 0.45% active;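 active = B-score, a plate-corrected calcium signal, over three deviations above library mean, with baseline fluorescence within five deviations of library mean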;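 note: RGS4 expression induced by doxycycline in cells with stable M3 receptor; B-score is computed from the integrated fluorescence ratio over baseline after carbachol; higher B-score means a larger calcium signal and so more RGS4 inhibition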
# TMEM16A inh – inhibitors of mouse TMEM16A calcium-activated chloride channel; 310,000 tested, 1.2% active; Q8BHY3; normalized B-score (activity score, 25-100; higher = stronger inhibition) at 10 µM; HEK293 TMEM16A/YFP iodide influx fluorescence, ionomycin;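 active = ratio plate-corrected score three or more library SD toward inhibition, starting fluorescence score within five deviations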;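 note: score derived from kinetic fluorescence span divided by baseline fluorescence per well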
# Target sequence (Q8BHY3 whole entry, looked up): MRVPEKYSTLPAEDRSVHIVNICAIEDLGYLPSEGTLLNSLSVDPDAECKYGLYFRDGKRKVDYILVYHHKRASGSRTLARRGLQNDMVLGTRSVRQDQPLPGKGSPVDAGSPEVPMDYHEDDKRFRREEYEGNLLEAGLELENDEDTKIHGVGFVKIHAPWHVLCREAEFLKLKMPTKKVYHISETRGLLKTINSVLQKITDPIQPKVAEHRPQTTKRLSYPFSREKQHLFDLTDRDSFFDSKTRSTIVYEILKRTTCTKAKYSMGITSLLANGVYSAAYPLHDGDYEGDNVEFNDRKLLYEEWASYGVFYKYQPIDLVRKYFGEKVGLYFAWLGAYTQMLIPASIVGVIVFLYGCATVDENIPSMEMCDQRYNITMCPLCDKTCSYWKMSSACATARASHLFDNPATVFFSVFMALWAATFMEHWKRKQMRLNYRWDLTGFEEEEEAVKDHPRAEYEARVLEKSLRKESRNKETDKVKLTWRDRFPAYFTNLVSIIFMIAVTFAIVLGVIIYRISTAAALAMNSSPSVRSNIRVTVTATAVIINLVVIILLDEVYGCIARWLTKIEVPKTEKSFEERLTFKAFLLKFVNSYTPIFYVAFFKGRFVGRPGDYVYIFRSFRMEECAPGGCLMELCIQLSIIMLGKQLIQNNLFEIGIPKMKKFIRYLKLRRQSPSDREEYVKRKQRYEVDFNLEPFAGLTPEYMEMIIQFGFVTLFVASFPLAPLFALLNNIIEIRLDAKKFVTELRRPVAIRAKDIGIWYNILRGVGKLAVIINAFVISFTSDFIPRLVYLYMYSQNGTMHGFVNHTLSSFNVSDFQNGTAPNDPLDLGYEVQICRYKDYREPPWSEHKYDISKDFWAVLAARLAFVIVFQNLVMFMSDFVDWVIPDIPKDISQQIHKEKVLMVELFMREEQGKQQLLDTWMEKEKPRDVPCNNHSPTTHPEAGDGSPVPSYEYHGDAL
# MrgX1 agonist – agonists of human MrgX1 receptor. 310,000 tested, 0.44% active. AID 588627. MrgX1-HEK293 cells, Fluo-4 calcium fluorescence, agonist mode; active compounds read high. B-score at 10 µM;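 active = calcium response B-score plate-corrected fluorescence ratio at least 3 library SD, with starting fluorescence B-score inside 5 SD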
#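 Material: MrgX1-expressing HEK293 cells; input: 15,000 cells per well; doses: test compound given as first of three sequential additions; schedule: overnight plating before 1 h dye loading; technique: Fluo-4 NW calcium-flux fluorescence, kinetic read; evaluation: baseline-normalised fluorescence change ratio, B-scored; control set: plate-wise positive and negative controls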
# ANO1 activ – activators or potentiators of mouse TMEM16A chloride channel; HEK293 TMEM16A/YFP-H148Q/I152L, iodide quench fluorescence; active compounds read low; 340,000 tested, 0.3% active; Q8BHY3; AID 623877; B-score at 10 µM;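 active = fluorescence-ratio B-score plate-corrected deviation score at least 3 library SD below zero, with starting fluorescence score within 5 deviations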;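 note: channel opened by trigger with iodide after compound preincubation; score built on the fluorescence ratio of max minus min over baseline; more negative score means more quench and so TMEM16A activation or potentiation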
# MrgX1 antag – human MrgX1 receptor antagonism, primary screen; B-score at 10 µM; MRGX1-HEK293 calcium flux, Fluo-4, BAM8-22 antagonism; active compounds read low; 310,000 tested, 1.3% active; Q96LB2;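 active = calcium-response B-score plate-corrected more than 3 library SD below zero, starting fluorescence within 5 deviations, no agonist response on first addition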;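 note: peak minus trough fluorescence over baseline after final BAM8-22 challenge near maximal dose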
# TRPC6 inhibitor – mouse TRPC6 channel inhibition; HEK293-TRPC6, membrane potential dye, ACh-evoked depolarization; active compounds read low; B-score at 10 µM; 310,000 tested, 1.1% active;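 active = B-score under library mean minus 3 SD, initial fluorescence not abnormally high, positive integrated signal ratio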;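 note: B-score derived from integrated fluorescence ratio over the kinetic read; more negative B-score means stronger inhibition of depolarization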
# MrgX1 allo act – human MrgX1 positive allosteric modulation, primary screen; AID 588675; Q96LB2; MrgX1-HEK293, Fluo-4 calcium flux, FDSS; active compounds read high; B-score at 10 µM; 310,000 tested, 0.63% active;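 active = plate-corrected calcium response at least 3 library SD above typical, normal starting fluorescence, not activating the receptor alone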;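 note: compound read alongside a low EC10 to EC30 dose of BAM8-22 agonist; peak minus trough fluorescence over baseline measured at the second addition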
# TRPC6 act – activates the mouse TRPC6 cation channel. Q61143. HEK293-TRPC6 membrane potential dye fluorescence; active compounds read high. B-score at 10 µM. 310,000 tested, 0.13% active. AID 2550;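 active = B-score of the integrated fluorescence ratio above library mean plus 3 SD, and starting fluorescence ratio within library mean plus 5 SD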;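 note: higher score means more depolarization so channel activation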
# TRPC4 potent – allosteric potentiators of mouse TRPC4 channel | B-score at 10 µM | 310,000 tested, 0.42% active | HEK293 TRPC4beta/mu-opioid, DAMGO EC20, Fluo-4 Ca2+ flux; active compounds read high | Q9QUQ5;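 active = B-score of calcium response area above 5 SD of library B-scores, with initial fluorescence ratio within 5 SD of library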;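 note: B-score of integrated fluorescence ratio over time as area under calcium response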
# TRPC4 block – TRPC4 (mouse) channel inhibition. B-score at 10 µM. AID 2247. 300,000 tested, 0.39% active. Q9QUQ5. HEK293 TRPC4beta/mu-opioid, DAMGO-evoked Fluo4 calcium flux; active compounds read low;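 active = B-score over 3 SD under the library average, no early fluorescence shift, positive overall ratio signal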
#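 Assay system: HEK293 cells with stable TRPC4beta plus mu-opioid receptor expression; Probe or stimulus: DAMGO in two steps, submaximal then maximal; Dosing: single-point compound dosing; Measured by: Fluo4 calcium-dye fluorescence, kinetic read; Read-out basis: B score from integrated Fluo4 fluorescence ratio.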
# * marks the source's active call; other numbers are inactive results; i = inactive; . = not tested or not shown. These rows are one share of the data (hit frequency here may not be typical).
SMILES,TRPC4 agonist,RGS4 block,TMEM16A inh,MrgX1 agonist,ANO1 activ,MrgX1 antag,TRPC6 inhibitor,MrgX1 allo act,TRPC6 act,TRPC4 potent,TRPC4 block
COc1ccccc1N1C(=O)NC(=O)/C(=C/c2ccc([N+](=O)[O-])s2)C1=O,i,i,i,i,i,i,i,i,i,i,i
Cc1ccc(-c2cc(C(=O)N3CCC4(CC3)OCCO4)no2)cc1,i,i,i,i,i,i,i,i,i,i,i
COc1ccc2nc3oc(C(=O)N4CCC5(CC4)OCCO5)cc3cc2c1,i,i,i,i,i,i,i,i,i,i,i
Fc1cccc(F)c1CN1CCN(c2ccc(Cl)cc2)CC1,i,i,i,i,i,i,i,i,i,i,i
C=CCN1C(=O)c2ccccc2Sc2ccc(C(=O)N3CCC4(CC3)OCCO4)cc21,i,i,i,i,i,i,i,i,i,i,i
CCOP(=O)(OCC)C(NS(=O)(=O)c1ccccc1)C(Cl)(Cl)Cl (configuration not stated),i,i,i,i,i,i,i,i,i,i,i
Cc1ccc(O)c(CN2CCN(c3ccccc3)CC2)c1,i,i,i,i,i,i,i,i,i,i,i
CSc1ccccc1C(=O)C1CCCN(Cc2cccc(C)n2)C1 (configuration not stated),i,i,i,i,i,i,i,i,i,i,i
Cc1ncc(CNC(=O)N(CCCl)N=O)c(N)n1,.,.,i,i,i,i,.,i,.,.,.
COC(=O)C1=C(N)Oc2c(c(=O)oc3ccccc23)[C@]12C(=O)N(C)c1ccccc12,i,i,i,i,i,i,i,8.62*,i,i,i
CCS(=O)(=O)N1CCCC(C(=O)N2CCC3(CC2)OCCO3)C1 (configuration not stated),i,i,i,i,i,i,i,i,i,i,i
CCCCNC(=O)c1c(N)n(Cc2ccc3c(c2)OCO3)c2nc3ccccc3nc12,i,i,i,i,i,i,i,i,i,i,i
COc1ccc(S(=O)(=O)NCc2ccc(C(=O)N3CCC4(CC3)OCCO4)cc2)cc1,i,i,i,i,i,-6.08*,i,i,i,i,i
O=C(Cc1ccccc1)Oc1ccc(N2C(=O)CCC2=O)cc1,i,i,i,i,i,i,i,i,i,i,i
c1ccc(C(OCCN2CCN(c3ncccn3)CC2)c2ccccc2)cc1,i,i,i,i,i,i,i,i,i,i,i
NCC(O)c1ccc(O)cc1 (configuration not stated),i,i,i,i,i,i,i,i,i,i,i
CN1CC=C(c2c[nH]c3ccccc23)CC1,i,i,i,i,i,i,i,i,i,i,i
CC/C=C/CC(=O)N[C@@H](c1ccccc1)[C@@H](O)C(=O)O[C@H]1C[C@@]2(O)[C@@H](OC(=O)c3ccccc3)C3[C@](C)(C(=O)[C@H](OC(C)=O)C(=C1C)C2(C)C)[C@@H](O)C[C@H]1OC[C@@]31OC(C)=O (some centres not stated),i,i,i,i,i,i,i,i,i,i,i
CCOC(=O)c1c(NS(=O)(=O)c2ccccc2)n(CCCOC)c2nc3ccccc3nc12,i,i,i,i,i,i,i,i,i,i,i
COC(=O)C1=C(c2ccccc2)C[C@@H]2CC[C@H]1N2C(=O)NCCS(C)=O (some centres not stated),i,i,i,i,i,i,i,i,i,i,i
CN1C(=O)C(=Cc2ccc(Sc3ccccc3)o2)C(=O)N(C)C1=O,i,26.5*,i,i,i,i,i,i,i,i,i
O=C1CN=C(c2ccccc2)c2cc(Br)ccc2N1Cc1cc(=O)n2ccccc2n1,i,i,i,i,i,i,i,i,i,i,i
O=C1NC(=O)N(c2ccc3c(c2)OCO3)C(=O)/C1=C\c1ccc(-c2ccccc2C(=O)O)o1,i,i,i,i,i,i,i,i,i,i,i
COc1ccc(OC)c2c1CCC1NCCOC21 (configuration not stated),i,i,i,i,i,i,i,i,i,i,i
C[C@H](NC(=O)CCC(=O)N1C[C@H]2C[C@H](C1)c1cccc(=O)n1C2)c1ccccc1,i,i,i,i,i,i,i,i,i,i,i
# (list continues)
SMILES,TRPC4 agonist,RGS4 block,TMEM16A inh,MrgX1 agonist,ANO1 activ,MrgX1 antag,TRPC6 inhibitor,MrgX1 allo act,TRPC6 act,TRPC4 potent,TRPC4 block
CN1CCN(c2cc(N3CCCCCC3)c(F)cc2[N+](=O)[O-])CC1,i,i,i,i,i,i,-6.02*,i,i,i,i
CC(=O)N1CN2CN(C(C)=O)CC(C(=O)c3ccc(Br)cc3)(C2)C1,i,i,i,i,i,i,i,i,i,i,i
CCC(C(=O)N1CCC2(CC1)OCCO2)c1ccccc1 (configuration not stated),i,i,i,i,i,i,i,i,i,i,i
CCOP(=O)(Cc1cc(C(=O)CC)c(C)o1)OCC,i,i,i,i,i,i,i,i,i,i,i
CN1C(=O)C(=Cc2ccccc2OCc2ccc(Cl)cc2)C(=O)N(C)C1=O,i,i,i,i,i,i,i,i,i,i,i
Cc1ccc(N2Cc3ccccc3C2=N)cc1[N+](=O)[O-],i,i,i,i,i,i,i,i,i,i,i
CCCc1nc2ccccc2c(=O)n1-c1cccc(OC)c1,i,i,i,i,i,i,i,i,i,i,i
CC(C)CN1CCN(Cc2cccc3c2OCO3)CC1CCO (configuration not stated),i,i,i,i,i,i,i,i,i,i,i
C#CCN(C)C(C)Cc1ccccc1 (configuration not stated),i,i,i,i,i,i,i,i,i,i,i
CC[C@H](C)/C=C(C)/C=C/C1=CC2=C(Cl)C(=O)[C@@](C)(OC(C)=O)C(=O)C2=CO1,i,i,i,i,i,i,i,i,i,i,i
COc1ccc(-c2nc3ccccc3c(=O)n2-c2nccs2)cc1,i,i,i,i,i,i,i,i,i,i,i
CCOC(=O)CSc1ccc(C(=O)N2CCC3(CC2)OCCO3)cc1[N+](=O)[O-],i,i,i,i,i,i,i,i,i,i,i
CC(=NC1CCN(Cc2ccccc2)CC1)c1c(O)n(C)c(=O)n(C)c1=O,i,i,i,i,i,i,i,i,i,i,i
CCN(CCCl)Cc1ccccc1Br,i,i,i,i,i,i,i,i,i,i,i
O=[N+]([O-])c1cc(O)c(O)c([N+](=O)[O-])c1,.,.,i,i,i,-5.37*,.,i,.,.,.
Cc1ccccc1CN1CCN(Cc2ccccc2)CC1,i,i,i,i,i,i,i,i,i,i,i
COc1ccccc1-n1c(O)c(C=Nc2c(C)n(C)n(-c3ccccc3)c2=O)c(=O)[nH]c1=O,i,i,i,i,i,i,i,i,i,i,i
O=c1c2ccccc2nc(CSc2ncnc3nc[nH]c23)n1-c1ccc(Cl)c(Cl)c1,i,i,i,i,i,i,i,i,i,i,i
COc1ccc(OC)c(-n2c(O)c(/C=C3\C=Nc4ccccc43)c(=O)[nH]c2=O)c1,i,i,i,i,i,i,i,i,i,i,i
Cn1c(NN=O)nc2ccccc21,i,i,i,i,i,i,i,i,i,i,i
CN(C)CCN(CC1CCCN(Cc2ccccc2F)C1)C(=O)Cc1ccc(F)c(F)c1 (configuration not stated),i,i,i,i,i,i,i,i,i,i,i
c1ccc(CN2CCN(Cc3ccc4c(c3)OCCO4)CC2)cc1,i,i,i,i,i,i,i,i,i,i,i
Nc1c(C(=O)NCC2CCCO2)c2nc3ccccc3nc2n1Cc1ccco1 (configuration not stated),i,i,i,i,i,i,i,i,i,i,i
CC(=O)C1=C(C)OC(N)=C(C(=O)OC(C)C)C12C(=O)Nc1ccccc12 (configuration not stated),i,i,i,i,i,i,i,i,i,i,i
Cc1ccc(S(=O)(=O)N2CC3CC(C2)c2cccc(=O)n2C3)cc1 (configuration not stated),i,i,i,i,i,i,i,i,i,i,i
# (list continues)
SMILES,TRPC4 agonist,RGS4 block,TMEM16A inh,MrgX1 agonist,ANO1 activ,MrgX1 antag,TRPC6 inhibitor,MrgX1 allo act,TRPC6 act,TRPC4 potent,TRPC4 block
COc1ccccc1CC(=O)N1CCN(CCc2ccccc2)CC1,119*,i,i,i,i,i,i,i,i,i,i
CC(C)(C)C(=O)NC1CCSC1=O (configuration not stated),i,i,i,i,.,i,i,i,i,i,i
Cc1ccccc1NC(=S)NC(NC(=O)CF)C(Cl)(Cl)Cl (configuration not stated),i,i,i,i,i,i,i,i,i,i,i
Cc1ccc(-n2c(C)cc(/C=C3/C(=O)NC(=O)N(C)C3=O)c2C)cc1,i,i,i,i,i,i,i,i,i,i,i
Cn1c(O)c(C(=N)COc2cccc(Cl)c2)c(=O)n(C)c1=O,i,i,i,i,i,i,i,i,i,i,i
COc1cc(C)c(CN2CCN(c3ccccc3)CC2)cc1C,i,i,i,i,i,i,i,i,i,i,i
C=CCN1C(=O)NC(=O)C(CCc2ccncc2)(CCc2ccncc2)C1=O,i,i,i,i,i,i,i,i,i,i,i
CCCCC(=O)N/N=C/c1c(O)n(-c2cccc3ccccc23)c(=O)[nH]c1=O,i,i,i,i,i,i,i,i,i,i,i
CCC(CC)NC1CCCCC1OC (configuration not stated),i,i,i,i,i,i,i,i,i,i,i
O=C(NCc1ccccn1)c1ccccc1Cl,i,i,i,i,i,i,i,i,i,i,i
Cc1cc(C=C2C(=O)N(C)C(=S)N(C)C2=O)c(C)n1C1CCCCC1,i,i,i,47*,i,i,i,i,i,i,i
Cc1ccc[n+](CC(O)Cn2c3ccccc3c3ccccc32)c1 (configuration not stated),i,i,i,i,i,i,i,i,i,i,i
Nc1ccncc1Cl,i,i,i,i,i,i,i,i,i,i,i
CN1C(=O)/C(=C/c2ccc(N3CCCCCC3)o2)C(=O)NC1=S,i,i,i,32*,i,i,i,i,18.8*,i,i
COc1ccc2c(c1)CC1(CN2C)C(=O)NC(=O)N(c2ccc(F)cc2)C1=O (configuration not stated),i,i,i,i,i,i,i,i,i,i,i
CC(C(=O)c1c[nH]c2ccccc12)N1CCSCC1 (configuration not stated),i,i,i,i,i,i,i,i,i,i,i
O=C(CN1CC(c2ccccc2)CC1=O)Nc1ccccc1 (configuration not stated),i,i,i,i,i,i,i,i,i,i,i
Cc1ccc(CNCCc2ccc(F)cc2)s1,i,i,i,i,i,i,i,i,i,i,i
COCCOC(=O)c1c(N)n(Cc2ccco2)c2nc3ccccc3nc12,i,i,i,i,i,i,i,i,i,i,i
